AmpC inh no detg = qHTS Inhibitors of AmpC Beta-Lactamase (assay without detergent); P00811; AmpC nitrocefin hydrolysis, absorbance 480 nm, 0.0001% Triton; Potency, µM (titrated, usually from 57.1 µM), without a hit: top-dose activity change, negative = inhibition, usual class: inhibitors; hit rate 0.52% among 330,000; AID 485341, 2010;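 note: potency is the fitted concentration of half-maximal effect; plate controls were no compound for no effect and no enzyme for full effect; nearly all actives have a fitted effect of over 20% in size; some results filed as inactive show a strong effect at the top dose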
Target sequence (P00811 whole entry, looked up): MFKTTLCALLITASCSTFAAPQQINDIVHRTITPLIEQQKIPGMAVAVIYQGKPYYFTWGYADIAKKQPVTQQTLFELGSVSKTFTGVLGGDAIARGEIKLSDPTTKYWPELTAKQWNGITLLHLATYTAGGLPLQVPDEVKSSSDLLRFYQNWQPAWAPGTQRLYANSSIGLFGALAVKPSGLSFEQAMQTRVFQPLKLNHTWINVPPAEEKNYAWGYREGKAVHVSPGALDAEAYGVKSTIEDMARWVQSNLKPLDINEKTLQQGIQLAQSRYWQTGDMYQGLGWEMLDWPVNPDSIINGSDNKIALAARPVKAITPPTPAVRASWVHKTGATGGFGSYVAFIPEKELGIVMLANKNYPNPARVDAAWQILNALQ
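AmpC (5.3 nM in the dispensed reagent) in 20 mM phosphate pH 7.0 with 0.01% (detergent screen) or 0.0001% Triton X-100 was preincubated with compounds for 15 min at room temperature. Nitrocefin was then added from an 800 uM solution, and hydrolysis was followed at 480 nm.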
HCMV antiviral = qHTS Assay for inhibitors of the human cytomegalovirus (HCMV); activity change, negative = inhibition, % at 57.5 µM; HFF cells, HCMV-luciferase reporter, 72 h; hits give low values; hit rate 4.5% among 410,000; in the data active = activity change below about -60%; inconclusive = no clear call, values can overlap the other calls; inactive = above about -39%
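Screen run at 2 compound doses on HFFs infected with reporter HCMV, MOI 1 PFU/cell. Luciferase activity from cell lysates at 72 h post infection gave inhibition relative to buffer-only and Salinomycin wells.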
HCV inh = qHTS Assay for Inhibitors of Hepatitis C Virus (HCV) | Huh7.5.1 HCVcc-Cre infection, luciferase reporter, 44 h | Potency, µM (series often up to 41.8 µM), without a hit: top-dose activity change, negative = inhibition, usual class: inhibitors | hit rate 3.4% among 340,000 | AID 651820, 2012; note: potency is the fitted concentration of half-maximal effect
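Reporter virus HCVcc-Cre (~0.5 moi) infects cells exposed to compound; seeding density 1,000 cells/well with 4 h settling beforehand. Luminescence, 15 sec read, taken 44 h post-infection following a 15 min RT substrate incubation.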
AmpC inh detg = qHTS Inhibitors of AmpC Beta-Lactamase (assay with detergent). Potency, µM (top dose mostly 114 µM), for the others: top-dose activity change, negative = inhibition, usual class: inhibitors. hit rate 0.041% among 370,000. P00811. AmpC hydrolysis of nitrocefin, absorbance 480 nm, 0.01% Triton;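 note: potency is the fitted concentration of half-maximal effect; 0% = no-compound wells and -100% = no-enzyme wells; nearly all actives have a fitted effect of over 25% in size; some results filed as inactive show a strong effect at the top dose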
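20 mM phosphate pH 7.0 + 0.01% (detergent screen) or 0.0001% Triton X-100; 5.3 nM AmpC reagent; cpd preinc 15 min RT; nitrocefin (800 uM stock) to start; A480 q20 s × 4 min; Activity was normalised to no-enzyme and no-compound control wells.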
AMA1 RON2 block = qHTS for Inhibitors of AMA1-RON; Towards Development of Antimalarial Drug Lead: Primary Screen; Potency, µM (highest dose often 58.2 µM), without a hit: top-dose activity change, negative = inhibition, usual class: inhibitors; AID 720542, 2013; Plasmodium falciparum AMA1 (3D7) - RON2 peptide interaction; hit rate 0.2% among 360,000; AlphaScreen AMA1-biotinylated RON2 peptide binding;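 note: potency is the fitted concentration of half-maximal effect; 0% = vehicle wells and -100% = peptide control; nearly all actives have a fitted effect of over 45% in size; some results filed as inactive show a strong effect at the top dose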
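AMA1 (3D7) with his tag at 25 nM final met compounds first, then biotinylated RON2 peptide at 25 nM; detection used donor plus acceptor beads, 10 µg/mL apiece, read by AlphaScreen after 30 min at room temperature.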
TbPYK inhibitor = qHTS of Trypanosoma Brucei Inhibitors; hit rate 0.12% among 410,000; TbPYK enzyme, Kinase-Glo Plus ATP luminescence, 45 min; AID 624173, 2012; Potency, µM (highest dose often 76.8 µM), inactives show at the highest dose activity, negative = inhibition, most hits filed as inhibitors; note: potency is the fitted concentration of half-maximal effect; nearly all actives have a fitted effect of over 50% in size
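Screened from lowest to highest concentration, compounds were pinned into TbPYK/substrate mixtures, and ADP (130 uM final) was added. Plates sat at room temperature for 45 min prior to Kinase-Glo Plus detection by luminescence.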
LmPK inhibitor = qHTS Assay for Inhibitors of Leishmania Mexicana Pyruvate Kinase (LmPK). purified LmPK, Kinase-Glo ATP luminescence, 1 h. Potency, µM (highest dose often 57.5 µM), inactives show at the highest dose activity change, negative = inhibition, usual class: inhibitors. hit rate 0.37% among 290,000. AID 1721, 2009; note: potency is the fitted concentration of half-maximal effect
Target sequence (Q27686 whole entry, looked up): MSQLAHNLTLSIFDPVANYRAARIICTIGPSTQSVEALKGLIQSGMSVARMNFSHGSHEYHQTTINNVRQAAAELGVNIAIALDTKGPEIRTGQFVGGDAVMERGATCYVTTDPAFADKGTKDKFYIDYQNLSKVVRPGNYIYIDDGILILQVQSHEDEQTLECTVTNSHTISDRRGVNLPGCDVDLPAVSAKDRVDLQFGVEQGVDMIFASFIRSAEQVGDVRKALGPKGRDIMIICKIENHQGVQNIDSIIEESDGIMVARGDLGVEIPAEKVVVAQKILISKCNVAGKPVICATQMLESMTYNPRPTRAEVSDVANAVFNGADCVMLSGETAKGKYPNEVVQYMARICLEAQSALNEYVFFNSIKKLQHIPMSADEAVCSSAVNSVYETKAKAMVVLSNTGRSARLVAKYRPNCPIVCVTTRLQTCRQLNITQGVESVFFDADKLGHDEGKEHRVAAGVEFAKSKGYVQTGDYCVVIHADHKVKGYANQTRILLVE
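Purified LmPK (0.1 nM) with 0.5 mM PEP and 0.1 mM ADP in imidazole buffer pH 7.2 with MgCl2/KCl, 1 h at room temperature. ATP formed was read by luciferase luminescence and normalized to no-enzyme and uninhibited controls.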
Active calls of the source: *; ? = inconclusive; / = no result given; [ ] = another dose, or the depositor's remark. Unless noted, calls come from the whole dose curve; as a rule, active = well fitted curve in the direction sought with a large enough effect; inconclusive = small, poorly fitted or top-dose-only effect, or another doubt; inactive = no such curve, though single readings can be large; an effect the other way counts as inactive or inconclusive. Unless noted, % is set by controls: 0 for no effect and ±100 for the full control effect. An unsorted share of the library; 7.5% or so of the library scored in one or more.

SMILES | AmpC inh no detg | HCMV antiviral | HCV inh | AmpC inh detg | AMA1 RON2 block | TbPYK inhibitor | LmPK inhibitor
Cc1ccccc1SC1CCN(Cc2nc(C3CC3)no2)CC1 | 69.0%[activator] | -31.1 | 16.3% | 3.8% | -1.7% | -9.6% | 5.1%
O=C(OCC1CCNCC1)c1ccc(F)cc1 | / | -15.0 | -5.7% | / | 4.5% | 0.2% | /
COc1cccc(NC(=O)CC2SC(=Nc3ccccc3)NC2=O)c1 (stereo not drawn) | -25.6% | -3.4 | 7.4% | -21.0% | 0.0% | -5.6% | 0.4%
COc1cc(S(=O)(=O)N2CCN(c3ccccc3)CC2)ccc1Cl | -15.0% | -3.5 | 13.2% | ? | -7.7% | 9.1% | 6.0%
Cc1cc(C)cc(OCC(=O)Nc2ccc(S(=O)(=O)Nc3ccccn3)cc2)c1 | -28.6% | -24.6 | ? | 3.5% | 1.4% | -20.0% | 0.4%
CCCOc1ccc2ccccc2c1/C=N/n1cnnc1 | 9.6% | 4.1 | ? | -5.6% | -2.9% | 7.1% | -4.1%
Cc1ccc(C(=O)N(Cc2ccco2)Cc2sccc2C)cc1 | / | -13.0 | / | 0.8% | / | -2.3% | /
CC(C)C(=O)NC(Nc1cccc([N+](=O)[O-])c1)C(Cl)(Cl)Cl (stereo not drawn) | ? | -19.9 | 11.7% | -5.1% | 2.5% | -0.5% | 2.8%
Cc1ccc(NC(=O)/C=C\C(=O)N(c2ccc(C(C)C)cc2)C(C(=O)NCc2ccco2)c2ccc(Cl)cc2)cc1 (stereo not drawn) | / | -76.2* | / | -1.7% | / | -2.9% | /
O=c1ccc2cc3ccoc3cc2o1 | -24.7% | 22.7 | 14.3% | -4.9% | -1.3% | -3.5% | -11.6%
CCCOc1ccc(Cc2c(O)nc(SC)[nH]c2=O)cc1C | -29.5% | 15.7 | 15.9% | -20.0% | -1.3% | -2.4% | -1.6%
O=C(COC(=O)c1ccc(F)cc1F)Nc1cccnc1Cl | -14.6% | -14.6 | 5.7% | -4.2% | -0.5% | -5.8% | /
OCC[n+]1ccc(/C=C/c2c[nH]c3ccccc23)cc1 | -18.1% | -98.6* | 3.55µM* | -5.9% | -2.0% | -21.0% | -1.1%
CCCNC(=O)N1[C@H]2CC[C@@H]1C(C(=O)OC)=C(c1cc3ccccc3o1)C2 | / | 46.9 | ? | / | -2.7% | -1.1% | /
O=P(COCCCCCOCP(=O)(c1ccccc1)c1ccccc1)(c1ccccc1)c1ccccc1 | 163.4%[activator] | -3.8 | ? | -14.0% | -0.9% | -0.7% | 0.0%
O=[N+]([O-])c1cccc(-c2csc(CS(=O)(=O)Cc3ccco3)n2)c1 | -19.0% | -39.6 | -6.7% | 1.2% | -6.4% | -0.9% | 3.5%
COC(=O)c1ccccc1NS(=O)(=O)c1ccc(F)cc1 | -20.9% | 6.6 | -19.8% | -6.0% | -0.5% | -5.4% | 2.2%
CCOc1ccc(-c2nonc2NC(=O)c2oc3ccc(CC)cc3c2C)cc1 | / | 29.2 | / | 13.4% | / | 1.0% | /
COC(=O)C1=C(c2ccc(F)cc2OCc2ccccc2)C[C@@H]2CC[C@H]1N2C(=O)NCCO | 175.8%[activator] | / | 7.4% | 5.6% | -1.0% | 0.0% | /
COc1ccc(-c2nnc3sc(-c4cccs4)nn23)cc1OC | -26.0% | -7.7 | -7.9% | -17.3% | 7.8% | -2.3% | 2.5%
COc1ccc(N2C(=O)CS(=O)C(c3ccccc3)C2=O)cc1 (stereo not drawn) | -17.7% | -37.0 | 2.4% | 2.4% | -5.7% | ? | -20.3%
Cc1cc(NC(=O)CCS(=O)(=O)c2ccc(F)cc2)no1 | 0.3% | -5.0 | 8.5% | -20.7% | -10.0% | -6.7% | /
O=C(O)/C(=C/c1ccco1)c1ccccc1 | -32.1% | / | / | -11.3% | / | / | 1.4%
CCCN(CCC)CCCNC(=S)Nc1ccc2nc(N3CCCC3)cc(C)c2c1 | 33.5% | -81.2* | 10µM* | 8.6% | -1.0% | -2.5% | -2.3%
O=C(NC1CCCCC1)C(c1ccc2ncccc2c1)N(Cc1ccc2c(c1)OCO2)C(=O)c1cccs1 (stereo not drawn) | 53.3% | ? | ? | -11.7% | -16.6% | 0.4% | -5.2%
S=C(NCc1cccnc1)Nc1ccc(Oc2ccc(Cl)cc2)cc1 | -45.1% | -61.3* | ? | 10.9% | 24.8% | -2.8% | 0.1%
O=C(CSc1ncc(-c2ccccc2)[nH]1)Nc1ccccc1F | -25.8% | -35.9 | -12.1% | -7.2% | -7.8% | -10.4% | 3.5%
CN(C)CC/C=C1\c2ccccc2Sc2cc(F)c(Cl)cc21 | / | -65.2* | ? | / | -25.7% | -1.7% | /
CN(C)CCP(=O)(c1ccccc1)c1ccccc1 | -22.7% | -18.3 | -8.2% | 8.1% | -14.8% | -10.4% | 3.1%
Cc1ccccc1NC(=O)c1c(O)c2cccc3c2n(c1=O)CCC3 | -27.4% | / | / | -8.8% | / | / | -0.7%

Some of the entries so far, with each value named:
SMILES: S=C(NCc1cccnc1)Nc1ccc(Oc2ccc(Cl)cc2)cc1
  AmpC inh no detg: -45.1%
  HCMV antiviral: -61.3*
  HCV inh: ?
  AmpC inh detg: 10.9%
  AMA1 RON2 block: 24.8%
  TbPYK inhibitor: -2.8%
  LmPK inhibitor: 0.1%
SMILES: O=C(CSc1ncc(-c2ccccc2)[nH]1)Nc1ccccc1F
  AmpC inh no detg: -25.8%
  HCMV antiviral: -35.9
  HCV inh: -12.1%
  AmpC inh detg: -7.2%
  AMA1 RON2 block: -7.8%
  TbPYK inhibitor: -10.4%
  LmPK inhibitor: 3.5%

Single values from the list.
For LmPK inhibitor, O=c1ccc2cc3ccoc3cc2o1 is listed with -11.6%
For AmpC inh detg, CN(C)CCP(=O)(c1ccccc1)c1ccccc1 is listed with 8.1%
For AmpC inh detg, COC(=O)C1=C(c2ccc(F)cc2OCc2ccccc2)C[C@@H]2CC[C@H]1N2C(=O)NCCO is listed with 5.6%
For TbPYK inhibitor, O=[N+]([O-])c1cccc(-c2csc(CS(=O)(=O)Cc3ccco3)n2)c1 is listed with -0.9%
For TbPYK inhibitor, COc1ccc(-c2nnc3sc(-c4cccs4)nn23)cc1OC is listed with -2.3%

(listing goes on)
Order of values: AmpC inh no detg | HCMV antiviral | HCV inh | AmpC inh detg | AMA1 RON2 block | TbPYK inhibitor | LmPK inhibitor
> Cc1cc(NC(=O)Cn2c(=O)n(Cc3ccccc3)c(=O)c3ccccc32)no1
    -7.5% | -26.3 | 13.5% | ? | 8.6% | -2.0% | 2.9%
> Cc1cc(C)cc(-n2c(C)cc(/C=C3\C(=N)N4N=C(CC(C)C)SC4=NC3=O)c2C)c1
    -23.2% | ? | ? | ? | 36.2%[activator] | 0.0% | 4.7%
> COc1ccc(-c2noc(=O)n2CC(=O)N2CCC(Cc3ccccc3)CC2)cc1
    -0.2% | ? | ? | -0.1% | -0.6% | 3.6% | 8.0%
> O=C(CCCCCN1C(=O)CCC1=O)Nc1ccc2c(c1)OCCO2
    -23.6% | 33.9 | 2.7% | ? | 4.0% | -1.9% | 4.8%
> CCCn1cc(S(=O)(=O)c2ccccc2)c(=O)c2cc(OC)c(OC)cc21
    -4.0% | -36.8 | -7.0% | 5.7% | 3.7% | -2.3% | -0.5%
> COCc1cc(=O)n2[nH]c(-c3ccsc3-n3c(C)ccc3C)cc2n1
    2.5% | 42.1 | -8.5% | -3.9% | -28.5% | -13.0% | 13.5%
> COc1ccc(Br)cc1CNC(=O)CCc1nc(-c2ccccc2F)no1
    35.0% | ? | -14.3% | -15.0% | 2.3% | -10.3% | 3.9%
> COc1ccc(/C=N/NC(=O)NC23CC4CC(CC(C4)C2)C3)c(OC)c1
    -13.1% | -2.1 | ? | -5.8% | 0.3% | 5.4% | 3.1%
> Cc1ccc2c(CC(=O)N3CCN(c4ccccc4)CC3)coc2c1
    34.7% | 3.3 | -9.0% | 3.5% | -21.4% | -1.6% | 4.1%
> CCOC(=O)C1=C(C)NC(=S)NC1/C=C/c1ccccc1 (stereo not drawn)
    -17.0% | -26.4 | ? | -0.1% | 4.3% | 7.1% | -0.8%
> Cc1ccc(-c2csc(NC(=O)c3ccc(-c4ccccc4)cc3)n2)o1
    -21.0% | / | 8.91µM* | -13.0% | 11.3% | -20.2% | -7.5%
> CC(NC(=O)COc1ccccc1)C(=O)NCc1ccccc1Cl (stereo not drawn)
    -12.5% | 11.5 | 1.6% | / | -1.7% | 0.8% | /
> C/C(N)=C(/C#N)C(=O)COC(=O)c1cc2c(s1)CCCC2
    -9.0% | 1.1 | -19.5% | 3.3% | -1.9% | -15.6% | 13.3%
> COc1ccccc1-c1cnn2c(N3CCOCC3)cc(C)nc12
    -4.6% | 71.6 | ? | -3.3% | -7.5% | 2.5% | 6.9%
> CC(C)N1C(=O)CCC1C(=O)NCc1ccccc1Cl (stereo not drawn)
    -1.3% | -10.2 | 3.4% | ? | 0.3% | 0.4% | -1.5%
> O=Cc1ccc2noc(-c3ccc(Cl)cc3)c2c1
    -21.4% | 24.3 | ? | 2.5% | 5.0% | -3.4% | 1.4%
> Cc1ccc(/C=N/NC(=O)c2ccco2)cc1
    -9.1% | 12.8 | 3.0% | -8.5% | 19.7% | -4.4% | ?
> c1ccc(-c2ccc3[nH]ccc3c2)cc1
    -14.9% | 25.0 | 1.0% | 2.1% | 0.0% | 3.5% | /
> COc1cccc(CNC(=O)CCNS(=O)(=O)c2ccc(C)cc2)c1
    -0.8% | 1.8 | ? | -3.6% | -3.0% | 0.5% | /
> CCOc1cc(CNn2cnnc2)cc(Br)c1OCC(=O)NC(C)(C)C
    40.4% | -10.4 | -6.7% | -4.7% | -7.0% | 3.4% | -7.5%
> O=C(CNC(=O)c1ccc(Br)o1)NNC(=O)c1ccc(Br)cc1
    -25.0% | -7.5 | 4.6% | -12.9% | 42.0%[activator] | 0.3% | /
> CCOC(=O)N1CCC(C(=O)Nc2ccc(OCC)cc2)CC1
    -11.0% | 1.4 | 4.9% | ? | -2.7% | -0.8% | -3.0%
> CCc1ccc(C(=O)CSc2ncn[nH]2)cc1
    -22.2% | -4.5 | 19.9% | -11.9% | -5.6% | ? | -0.9%

High-throughput results: PubChem, National Center for Advancing Translational Sciences (NCATS)
